GPR55 LPI antagonism – GPR55 antagonists blocking LPI-driven arrestin recruitment, primary screen, imaging, U2OS, beta-arrestin-GFP, LPI agonist (AID 2013) | G-protein coupled receptor 55 (Homo sapiens) | U2OS GPR55 beta-arrestin-GFP translocation imaging, LPI antagonism; higher % means a stronger effect | one-dose inhibition, % at 10 µM; IC50 in µM for titrated hits | 290,000 tested, 0.13% active;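 active means spots per cell inhibited over 60%, with over 100 cells counted and total cytoplasm intensity under 500,000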;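 further: U2OS cells stably carrying GPR55 and arrestin-GFP stimulated by 5 µM LPI near EC80; imaged beta-arrestin-GFP aggregate spots per cell after agonist stimulation; plate controls were LPI-stimulated DMSO wells for no effect and DMSO wells without LPI for full effect; some results filed as inactive read as strong as hits; confirmed hits need IC50 under 10 µM and bright autofluorescent wells are also inconclusive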
GPR35 arrestin U2OS – GPR35 antagonists blocking zaprinast-driven arrestin recruitment, primary screen, imaging, U2OS, beta-arrestin-GFP, zaprinast agonist (AID 2058); G-protein coupled receptor 35 (Homo sapiens); U2OS GPR35 beta-arrestin-GFP translocation imaging, zaprinast antagonism; higher % means a stronger effect; inhibition, % at 10 µM, or IC50 in µM where a hit was titrated; 290,000 tested, 0.052% active;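 active means inhibition of at least 50% with at least 30 cells and total cytoplasm GFP at most 10,000,000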
Siah-1 displacement – Siah-1 peptide-binding antagonists, primary screen, biochemical, fluorescence polarization, rhodamine-plectin, uHTS (AID 1817) | Siah-1 / rhodamine-plectin peptide fluorescence polarization; higher % means a stronger effect | displacement, % at 20 µM; hits with a dose series show IC50 in µM | 290,000 tested, 0.02% active;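 active means displacement of at least 50% at 20 µM, with a fluorescence ratio check between 0.3 and a set limit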;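 further: plate controls were Siah plus tracer with DMSO for no effect and tracer alone without Siah for full effect; strong numbers were not always called active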
AID2073 – inhibitors of Mint1-CaV2.2 protein interaction, biochemical, HTRF (AID 2073); HTRF protein-protein interaction, Mint1-CaV2.2; higher % means a stronger effect; inhibition, % at 20 µM, or IC50 in µM where a hit was titrated; Voltage-dependent N-type calcium channel subunit alpha-1B (Homo sapiens); 290,000 tested, 0.19% active; in the data active means inhibition mostly above about 51%, no sharp cut-off; further: some results filed as inactive read as strong as hits
GPR55 activation – GPR55 agonists via beta-arrestin recruitment, primary screen, imaging, U2OS cells, beta-arrestin-GFP redistribution (AID 1961); G-protein coupled receptor 55 (Homo sapiens); U2OS GPR55 beta-arrestin-GFP redistribution imaging; higher % means a stronger effect; activation, % at 10 µM, or EC50 in µM where a hit was titrated; 290,000 tested, 0.048% active;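 active means activation above 40% with more than 50 cells counted in the well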;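 further: U2OS osteosarcoma cells stably expressing GPR55 and beta-arrestin-GFP; plate controls were DMSO negative control for no effect and LPI positive control for full effect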
NS5 inhibitors – Dengue-2 NS5 methyltransferase inhibitors, primary screen, biochemical, confirmation dose response (AID 588689); Genome polyprotein (Dengue virus type 2 (strain 16681-PDK53)); Dengue-2 NS5 methyltransferase capping enzyme assay, biochemical; higher % means a stronger effect; one-dose inhibition, % at 25 µM; IC50 in µM for titrated hits; 340,000 tested, 0.3% active; in the data active means a potency from the dose series
HIV peptide binding – inhibitors of HIV fusion peptide binding, primary screen, biochemical, uHTS, fluorescence dequenching (AID 1986). cell-free peptide binding, fluorescence dequenching, 30 min; higher % means a stronger effect. one-dose inhibition, % at 20 µM; IC50 in µM for titrated hits. 290,000 tested, 0.3% active; in the data active means inhibition mostly above about 52%, no sharp cut-off; inactive means mostly below about 76%; further: some results filed as inactive read as strong as hits
UTI89 phage lysis – inhibition of K1F phage lysis, E. coli UTI89, bacterial capsule biogenesis inhibitors, alamar blue (AID 488966); E. coli UTI89 K1F phage lysis, alamar blue, 2 h; higher % means a stronger effect; inhibition, % at 100 µM; hits with a dose series show IC50 in µM; 340,000 tested, 0.02% active;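 active means phage lysis inhibition, versus mean bacterial control, above a set limit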;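 further: capsule biogenesis inhibitors block K1F phage lysis so surviving cells raise fluorescence; higher fluorescence means more inhibition of phage lysis; actives were called in the ten point dose series up to 300 µM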
NTR1 agonist – agonists of NTR1, primary screen, imaging, U2OS cells, beta-arrestin-GFP, high content (AID 493036); activation, % at 20 µM; NTR1-U2OS beta-arrestin-GFP spot imaging, agonist mode; 330,000 tested, 0.17% active; Neurotensin receptor type 1 (Homo sapiens), P30989;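 active means activation at or above 40% of the spot to cytoplasm intensity ratio, with at least 20 cells analyzed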;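 further: 0% = DMSO without peptide and 100% = 100 nM NTR1 peptide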
Target sequence (P30989 whole entry, looked up): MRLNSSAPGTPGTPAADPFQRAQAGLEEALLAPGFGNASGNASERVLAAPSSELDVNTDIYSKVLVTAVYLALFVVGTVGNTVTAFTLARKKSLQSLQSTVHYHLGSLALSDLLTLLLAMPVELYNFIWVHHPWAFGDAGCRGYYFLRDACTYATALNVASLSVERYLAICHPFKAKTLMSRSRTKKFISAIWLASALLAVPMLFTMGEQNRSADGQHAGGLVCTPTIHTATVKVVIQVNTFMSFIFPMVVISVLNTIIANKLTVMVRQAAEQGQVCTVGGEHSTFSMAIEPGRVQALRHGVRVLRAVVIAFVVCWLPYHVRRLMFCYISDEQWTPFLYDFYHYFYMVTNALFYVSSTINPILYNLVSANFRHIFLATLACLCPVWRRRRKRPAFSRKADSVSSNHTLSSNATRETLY
NTR1 agonist cell count 20 µM – further read-out of NTR1 agonist, marked with its call; cell count; measured here: cell count, cytotoxicity flag
NS5 inhibitors pilot replicate – second read-out of NS5 inhibitors, no call of its own (marks repeat the call); inhibition, %; measured here: pilot screen replicate inhibition
Active calls of the source: *; . = not tested or not shown; [ ] = remark or other dose.

SMILES	GPR55 LPI antagonism	GPR35 arrestin U2OS	Siah-1 displacement	AID2073	GPR55 activation	NS5 inhibitors	HIV peptide binding	UTI89 phage lysis	NTR1 agonist	NTR1 agonist cell count 20 µM	others
C=CCNc1nc2c(c(=O)[nH]c(=O)n2C)n1CC(O)COc1ccc2ccccc2c1 (configuration not stated)	3%	13%	5%	33%	-0.1%	-14%	1.1%	-1.0%	0.0	50
COc1cc2c(cc1OC)CN(CC(=O)Nc1ccc3c(c1)OC(F)(F)O3)CC2	2%	9%	-2%	9%	-0.1%	1%	-0.3%	-0.1%	1.2	74	NS5 inhibitors pilot replicate=1.7
CC(C(=O)NC(c1ccccc1)c1ccccc1)N1CCOCC1 (configuration not stated)	-4%	-10%	-4%	0%	0.0%	-2%	-0.2%	0.2%	-0.4	54
Cc1c(C(=O)Oc2cccc3ccccc23)cnn1-c1ccccc1	-5%	20%	2%	2%	0.0%	-5%	-0.7%	-0.1%	2.7	31
O=C(NCc1n[nH]c(=S)n1-c1cccc(C(F)(F)F)c1)c1ccc(S(=O)(=O)N2CCCCC2)cc1	5%	-4%	-4%	-56%	-0.1%	-10%	-3.2%	-0.1%	1.1	56
Cc1nn(CCO)c2c1C(=O)CCC2	5%	-18%	-5%	-1%	-0.1%	.	-1.3%	0.7%	-1.2	70
COc1cc2c(cc1OC)CN(C(=O)CSc1nnc(C)s1)CC2	10%	9%	-7%	16%	-0.1%	-5%	-2.4%	0.5%	3.7	59
O=C(NC1CCCCC1)C(c1ccc(F)cc1)N(Cc1ccccc1)C(=O)CN1C(=O)c2ccccc2S1(=O)=O (configuration not stated)	10%	-8%	4%	12%	0.8%	-7%	0.2%	0.7%	1.0	54
COc1ccc(C(=O)N(NC(=O)Oc2ccccc2)C(C)(C)C)cc1	2%	20%	-2%	-1%	0.0%	-10%	-1.4%	-0.1%[50 µM]	-1.2	50
COc1ccc(-c2nc(CS(=O)CC(=O)NC3CCC(C)CC3)c(C)o2)cc1OC (configuration not stated)	7%	29%	-2%	4%	0.1%	-5%	-1.3%	0.2%	-0.1	68
CN1CCC(=O)N(CCSc2ccc(Br)cc2)CC1	0%	1%	1%	-10%	0.7%	-7%	0.7%	6.7%	-3.7	100
CCNc1sc(C(=O)c2cccs2)c(N)c1C#N	-3%	22%	3%	26%	-0.1%	72%	5.0%	1.0%	-1.7	36
O=C(NNS(=O)(=O)c1ccccc1)c1ccncc1	-2%	-14%	0%	2%	-0.1%	3%	-2.4%	0.2%	0.3	51
Cc1ccccc1C(=O)N/C(=C/c1ccc(-c2cccnc2Cl)o1)C(=O)NCCCN1CCN(C)CC1	16%	6%	1%	-4%	-0.2%	-6%	-0.5%	-0.2%	-2.0	96
COc1ccc2[nH]cc(CCNS(=O)(=O)c3ccc(NC(C)=O)cc3)c2c1	3%	-4%	-7%	40%	0.2%	.	-0.3%	.	2.8	39
CC1(C)CC(=O)C=C(Nc2ccc(F)cc2F)C1	4%	-15%	-5%	-12%	-0.2%	-5%	-1.8%	0.0%	-1.2	60
CCOC(=O)C1(CCOc2ccccc2)CCN(Cc2ccncc2)CC1	0%	10%	-2%	-5%	-0.1%	3%	-0.4%	1.0%	-1.1	49
COc1cccc2sc(NC(=O)c3ccc(Br)s3)nc12	-13%	-6%	5%	17%	.	-5%	-2.5%	0.0%	6.7	68
CN(C)c1nc(N)nc(CSc2nc3c(c(=O)n(C)c(=O)n3C)n2Cc2ccccc2F)n1	9%	-11%	-2%	-30%	0.6%	0%	-0.6%	0.2%	3.6	42
Cc1ccc2c(c1)N(CC(=O)NCc1cccs1)C(=O)CO2	14%	-9%	1%	-4%	0.1%	2%	1.8%	1.9%	1.2	62
COc1cc(CNC(C)c2ccccc2)cc(Br)c1OCc1ccccc1 (configuration not stated)	4%	-6%	5%	6%	-0.2%	-3%	-0.7%	0.3%	8.2	53
COc1ccc(CNC(=O)COC(=O)/C=C/c2cccc(Br)c2)cc1OC	-8%	-2%	3%	-12%	1.2%	-5%	-0.3%	0.1%	2.8	48
CCn1c(C)c(/C=N/Nc2nc3ccccc3s2)c2ccccc21	.	-25%	-4%	1%	-0.1%	0%	-1.9%	0.7%	12	77
Fc1cccc(F)c1CSc1nc2ccccc2[nH]1	4%	1%	-1%	-3%	0.6%	3%	-0.4%	0.0%	1.9	99
COCc1cc(Sc2ccc(Br)cc2)nc(-c2ccccc2)n1	24%	-19%	-1%	5%	-0.2%	-4%	-1.1%	0.2%	2.6	58
SMILES	GPR55 LPI antagonism	GPR35 arrestin U2OS	Siah-1 displacement	AID2073	GPR55 activation	NS5 inhibitors	HIV peptide binding	UTI89 phage lysis	NTR1 agonist	NTR1 agonist cell count 20 µM	others
O=C(CNC(=O)c1cncc(Br)c1)Nc1ccc(F)c(F)c1F	0%	-6%	13%	-5%	-0.1%	-7%	0.7%	0.0%	0.3	43
O=C(COC(=O)c1ccc(CO)cc1)Nc1ccc(OC(F)F)cc1	7%	5%	2%	0%	-0.1%	3%	-0.6%	-2.3%	-2.0	93
CCOC(=O)c1nnn(-c2nonc2-n2cccc2)c1CN1CCC(C(=O)OCC)CC1	-4%	-1%	-2%	-3%	-0.2%	-6%	-0.8%	-0.4%	5.2	78
Cc1ccc(CSc2n[nH]c(N)n2)cc1	21%	10%	1%	-12%	-0.1%	-6%	-0.5%	0.4%	0.1	56
C/C(=N\NC(=O)CN(c1ccccc1Br)S(C)(=O)=O)c1ccc2c(c1)OCCO2	6%	-7%	-1%	26%	0.5%	0%	2.0%	-4.6%	-0.8	43
COc1ccc(CCNC(=O)C2CCCN(S(C)(=O)=O)C2)cc1 (configuration not stated)	27%	-8%	-5%	9%	-0.1%	-2%	-1.3%	3.9%	1.0	62
Cc1cnc(CNC(=O)c2ccc3oc(C(C)C)nc3c2)[nH]1	-4%	0%	-1%	4%	-0.2%	-4%	-0.3%	-0.1%	1.2	63
O=C(Cn1cc(C(=O)COc2ccccc2)c2ccccc21)NCc1ccco1	-2%	-4%	-3%	0%	0.3%	-28%	6.5%	0.2%	-0.8	54
CCNC(=S)NNC(=O)c1cc(-c2ccccc2C)nc2ccccc12	-5%	-4%	-4%	-44%	-0.1%	4%	1.6%	0.0%	1.6	47
O=C(CNC(=O)c1ccccc1)OCc1ccc([N+](=O)[O-])cc1	7%	14%	-1%	2%	0.0%	-7%	-1.1%	-2.1%	-1.0	44
Cc1cc(C)nc(NC(N)=NC(C)c2ccccc2)n1 (configuration not stated)	-10%	-2%	-2%	22%	0.2%	.	-1.2%	.	0.1	95
O=C(NC(=Nc1ccccc1)N1CCOCC1)Nc1ccccc1	-2%	3%	0%	9%	-0.2%	-5%	10%	-0.1%	0.6	54
CCOC(=O)c1nn(-c2ccccc2F)c(-c2ccccc2)c1C(=O)c1ccccc1	7%	7%	4%	4%	-0.1%	-1%	-0.4%	2.4%	5.6	37
Nc1ccc(S(=O)(=O)N2CCc3ccccc32)cc1	-3%	8%	-2%	-2%	-0.1%	-1%	0.0%	-0.5%	0.0	56
COC(=O)CCC(=O)c1oc2ccccc2c1NC(=O)CCCN1C(=O)c2ccccc2C1=O	3%	13%	-3%	12%	-0.1%	-9%	-0.4%	1.0%	2.6	74
O=C(Nc1nc(-c2ccncc2)cs1)C1c2ccccc2Oc2ccccc21	20%	4%	7%	11%	0.0%	-5%	-0.4%	0.2%	18	63
COc1cccc(C(=O)Nc2nnc(-c3ccccc3)s2)c1	-2%	2%	0%	44%	0.0%	-7%	1.9%	1.0%[50 µM]	.	.
COc1ccc(CN(C)C(C)C(=O)Nc2ccc(S(=O)(=O)N3CCOCC3)cc2)c(OC)c1 (configuration not stated)	2%	-3%	7%	0%	0.2%	-3%	0.9%	0.1%	-0.4	59
C/C(=N\NC(=O)c1cccnc1)c1cccc([N+](=O)[O-])c1	-1%	22%	5%	-5%	0.2%	-5%	5.5%	-0.5%	-0.5	46
COc1ccc(CC(=O)N/N=C/c2ccc(-c3ccc(F)cc3)o2)cc1OC	-3%	3%	9%	4%	-0.1%	-5%	-1.3%	-0.7%	0.0	71
Cc1ccc2nc(SCC(=O)NCc3ccco3)[nH]c2c1	7%	-6%	-1%	6%	0.2%	-2%	1.9%	5.8%	0.3	70
O=P(O)(CN1CCCCC1)CN1CCCCC1	-1%	-4%	1%	1%	1.3%	.	0.8%	.	.	.
O=C(CSc1nnc(-c2ccccc2)o1)N1CCOCC1	-2%	-5%	-1%	2%	0.3%	0%	0.9%	0.0%	-2.5	85
Cc1ccc(OCC(=O)N/N=C2\CCOc3c(C)cccc32)cc1	-7%	6%	-7%	-1%	-0.1%	-5%	-2.3%	1.2%	5.8	40
O=C(COC(=O)C(Cc1ccccc1)NC(=O)c1ccccc1)c1ccccc1 (configuration not stated)	0%	6%	2%	0%	0.1%	-2%	-0.5%	0.3%	-1.2	103
SMILES	GPR55 LPI antagonism	GPR35 arrestin U2OS	Siah-1 displacement	AID2073	GPR55 activation	NS5 inhibitors	HIV peptide binding	UTI89 phage lysis	NTR1 agonist	NTR1 agonist cell count 20 µM	others
COc1ccccc1NS(=O)(=O)c1cc(NC(=O)c2ccc3ccccc3n2)ccc1Cl	16%	-17%	4%	24%	0.1%	-3%	1.7%	2.0%	0.1	45
c1ccc(-c2cc3c(N4CCOCC4)ncnc3s2)cc1	-9%	11%	4%	6%	-0.2%	-6%	0.6%	-0.1%	0.7	43
Cc1ccc(CNC(=O)CCCCCNc2nc(=S)[nH]c3ccccc23)cc1	2%	-4%	-4%	-25%	0.1%	.	0.4%	.	1.8	57
COc1cccc(NC(=O)Nc2nc(-c3ccc(OC)c(OC)c3)cs2)c1	26%	-24%	-9%	14%	0.1%	-31%	-1.6%	-0.1%	0.4	51
Cc1ccc(C(=O)OC2CCS(=O)(=O)c3sccc32)cc1 (configuration not stated)	-3%	-20%	0%	3%	0.1%	-4%	-0.4%	0.4%	1.0	89
Nc1c(C(=O)Nc2ccccc2)c2nc3ccccc3nc2n1CCCN1CCOCC1	36%	-11%	6%	17%	-0.1%	0%	0.1%	-1.3%	10	36
CCC(C)(C)NC(=O)Cc1ccc(OC)c(OC)c1	-6%	-7%	2%	-1%	-0.1%	-4%	4.9%	0.0%	0.7	83
